# Rtt109 Vps75 – blocks Candida albicans Rtt109/Vps75 acetyltransferase activity; inhibition, % at 34.9 µM; purified Rtt109/Vps75, ThioGlo CoA-SH fluorescence, 4 h; 330,000 compounds, 0.16% hits;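 active = inhibition of at least 50% in every replicate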
# Target sequence (Q5AAJ8 whole entry, looked up): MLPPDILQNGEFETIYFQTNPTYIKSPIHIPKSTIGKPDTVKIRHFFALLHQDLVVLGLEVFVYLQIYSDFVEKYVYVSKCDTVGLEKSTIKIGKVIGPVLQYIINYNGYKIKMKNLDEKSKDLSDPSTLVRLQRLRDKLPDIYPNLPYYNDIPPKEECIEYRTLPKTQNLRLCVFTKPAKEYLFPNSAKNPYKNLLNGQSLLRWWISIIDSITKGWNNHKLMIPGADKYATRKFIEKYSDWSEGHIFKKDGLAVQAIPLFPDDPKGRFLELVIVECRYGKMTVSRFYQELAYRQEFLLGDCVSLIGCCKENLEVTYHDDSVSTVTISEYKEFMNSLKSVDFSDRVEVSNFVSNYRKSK
# RTF Ca sens act – increases calcium sensitivity of human cardiac regulated thin filaments; 340,000 compounds, 0.24% hits; P19429+P45379; AID 493008; IANBD-labeled TnC RTF fluorescence at EC20 calcium; 0% EC20 calcium, 100% full calcium; activation, % at 7.2 µM;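 active = activation above the mean over all tested compounds plus 3 SD, cut at about 30% in these data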;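 note: rise in fluorescence read as greater calcium sensitivity of cardiac thin filaments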
# DAGLB inhibitor – blocks human DAGLB lipase activity; Q8NCG7; HEK293T DAGLB membrane lysate, EnzChek fluorogenic substrate; inhibition, % at 5.17 µM; 340,000 compounds, 0.059% hits; in the data active = inhibition above about 34%;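 note: 0% = enzyme with vehicle and 100% = wells lacking enzyme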
# Target sequence (Q8NCG7 whole entry, looked up): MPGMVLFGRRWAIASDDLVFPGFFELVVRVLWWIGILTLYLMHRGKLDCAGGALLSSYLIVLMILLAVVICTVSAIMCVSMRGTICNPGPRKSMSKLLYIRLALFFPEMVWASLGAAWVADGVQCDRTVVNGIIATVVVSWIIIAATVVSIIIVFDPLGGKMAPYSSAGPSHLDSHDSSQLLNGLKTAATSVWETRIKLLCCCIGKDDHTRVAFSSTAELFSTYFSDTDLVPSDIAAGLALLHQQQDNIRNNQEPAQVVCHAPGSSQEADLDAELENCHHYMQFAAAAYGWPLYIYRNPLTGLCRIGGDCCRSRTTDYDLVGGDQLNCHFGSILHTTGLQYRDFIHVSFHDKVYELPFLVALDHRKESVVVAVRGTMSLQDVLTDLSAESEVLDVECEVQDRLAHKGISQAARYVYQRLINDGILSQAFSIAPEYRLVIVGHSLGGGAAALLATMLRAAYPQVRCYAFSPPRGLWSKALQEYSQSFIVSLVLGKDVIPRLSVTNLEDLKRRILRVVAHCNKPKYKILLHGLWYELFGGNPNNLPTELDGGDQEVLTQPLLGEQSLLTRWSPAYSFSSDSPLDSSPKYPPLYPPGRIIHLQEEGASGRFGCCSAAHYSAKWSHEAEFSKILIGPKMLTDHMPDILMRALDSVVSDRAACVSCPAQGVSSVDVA
# SR-BI uptake up – SR-BI HDL lipid transfer activation; CHO ldlA[mSR-BI] cells, DiI-HDL uptake fluorescence, 3 h; 100 = double the neutral-control signal; 320,000 compounds, 0.096% hits; activation, % at 12.5 µM;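 active = mean replicate activation of at least 60% and every replicate at or above 60%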;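 note: 0% = median plate neutral-control signal and 100% = twice that signal; values of inactives mirror those of a sister screen read the other way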
#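 Material – SR-BI-overexpressing, LDLR-lacking CHO cells · Medium – BSA-supplemented, HEPES-buffered Ham's F12, pH 7.4 · Doses – single concentration · Times – compound with DiI-HDL co-incubation, 3 h at 37 °C · Measured by – bottom-read fluorescence, 550/595 nm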
# CAL PDZ FP-1 – blocks peptide binding to human CAL PDZ domain | AID 504414 | 330,000 compounds, 0.02% hits | Q9HD26 | purified CAL PDZ, TMR-peptide fluorescence polarization, 1 h | inhibition, % at 20 µM;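 active = highest replicate inhibition of at least 40%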;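 note: plate controls were DMSO neutral control wells for no effect and unlabeled competitor peptide control wells for full effect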
#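 material = purified tagged CAL PDZ domain construct (CerCALP) | compound dosing = 20 µM, one dose | times = 1 h at RT | measured by = fluorescence polarization from S- and P-plane intensities, G-factor corrected | read-out = inhibition from polarization loss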
# PKA-R2B activ – PKA-R2B complex activation | P22694+P31323 | 340,000 compounds, 0.079% hits | PKA-R2B holoenzyme dissociation, Cy5-IP20 fluorescence polarization; R2B truncated from residue 108, S112A mutant; 0% DMSO only, 100% 113 µM cGMP | activation, % at 11.4 µM;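 active = activation above a cutoff set at the mean over all compounds plus 3 SD, cut at about 18% in these data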;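 note: higher means more holoenzyme dissociation and a rise in polarization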
# C-LANA FP – KSHV C-LANA DNA binding inhibition | 340,000 compounds, 0.078% hits | MBP-C-LANA/FAM-LBS DNA binding, fluorescence polarization | AID 504423 | inhibition, % at 9 µM;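 active = highest replicate inhibition at or above 60% at 9 µM, even if other replicates fall short; inactive = all replicates below 60% inhibition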;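 note: 0% = neutral control wells and 100% = 4 µM acridine orange control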
# CAL PDZ FP-2 – inhibitors of human CAL PDZ peptide binding | Q9HD26 | purified CAL PDZ, TMR-peptide fluorescence polarization, 1 h | inhibition, % at 24.9 µM | 300,000 compounds, 0.92% hits | AID 602252;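 active = mean inhibition of at least 30% with at least half of replicates also reaching 30%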;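 note: 0% = DMSO neutral control and 100% = excess unlabeled competitor peptide PRC23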
# RTF Ca sens inh – cardiac RTF calcium desensitization | IANBD-labeled cardiac RTF, Ca2+ fluorescence | inhibition, % at 7.15 µM | 340,000 compounds, 0.12% hits | AID 493244;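 active = inhibition above the mean inhibition of all tested compounds plus 3 SD, cut at about 17% in these data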;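 note: assay run at fixed EC70 calcium of 1.6 mM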
# Keap1 Nrf2 FP – inhibitors of human Keap1-Nrf2 protein-protein interaction. Keap1 Kelch-Nrf2 peptide fluorescence polarization, 1536-well. inhibition, % at 9.4 µM. 340,000 compounds, 0.15% hits; in the data active = inhibition above about 12%;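 note: human Keap1 Kelch domain with fluorescein labeled Nrf2 9mer peptide probe; 0% = neutral control wells and 100% = peptide positive control; higher means more block of Keap1 binding to Nrf2 peptide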
# * = called active by the depositor; . = no result given. Compounds were not picked by outcome (roughly 1.6% active in at least one column).
SMILES,Rtt109 Vps75,RTF Ca sens act,DAGLB inhibitor,SR-BI uptake up,CAL PDZ FP-1,PKA-R2B activ,C-LANA FP,CAL PDZ FP-2,RTF Ca sens inh,Keap1 Nrf2 FP
CCOn1c(=O)c(-c2ccc(Cl)cc2)[n+]([O-])c2ccccc21,-9,2,0,-8,-1.0,5,-0.1,-6,0,-6
COc1ccccc1N1CCN(C(=O)CSc2ccccc2)CC1,0,-9,0,6,0.7,-11,-1.0,.,2,0
C=CCN(c1ccc(C(N)=O)cc1)S(C)(=O)=O,4,-5,-4,15,0.1,-10,-0.8,-2,-9,-4
COc1ccc(CN2CC(C(=O)N3CCOCC3)CC2=O)cc1 (centres undefined),0,0,-1,4,0.5,3,0.7,-1,-8,2
CCCCCCOc1ccc(/C=N/NC(=O)C2CC2)cc1,-6,1,-2,-20,-2.4,-6,-1.2,-3,1,2
CCc1ccc(NS(=O)(=O)c2ccc3[nH]c(=O)[nH]c3c2)cc1,6,3,1,0,-0.4,12,1.0,-4,-1,-5
CCN(Cc1ccncc1)C(=S)Nc1c(C)cccc1C,2,10,0,3,-0.3,-9,0.3,-3,-5,-3
COc1ccc(OC)c(CN2CCN(S(=O)(=O)c3ccc(NC(C)=O)cc3)CC2)c1,-1,-3,-1,-17,-3.3,0,-1.4,4,-5,-2
CC(=O)Nc1ccc(Br)c2ccccc12,-3,-1,2,30,-1.4,4,0.8,3,0,-2
NC(=O)C1CCN(c2ccc(C(F)(F)F)cn2)CC1,-2,8,1,21,-3.7,-2,-1.6,1,-6,-4
CCc1nc2sc3c(c2c(=O)n1CCO)CCC3,-6,3,-1,-10,-1.1,0,1.0,-5,-1,-2
Cc1ccc(-c2cc(-c3ccccc3)[nH]c(=S)c2C#N)cc1,8,-2,-1,8,-2.2,8,-2.6,2,-11,-1
Cc1ccc(S(=O)(=O)Oc2cccc(/C=N/n3cnnc3)c2)cc1,-1,-3,0,23,-1.6,2,-1.7,2,-16,2
CSc1nc2nc(-c3cccc(C(F)(F)F)c3)ccn2n1,1,1,0,-9,-1.2,-6,-0.8,-4,5,-6
O=C(CCn1c(=S)[nH]c2ccccc2c1=O)N1CCCCC1,-1,-6,0,-18,-2.1,5,-1.2,-3,2,2
CC(=O)N(Cc1cc(=O)[nH]c2ccccc12)c1ccccc1C,-1,-4,2,7,-1.2,1,2.3,5,-2,-1
CC(C)(C)c1ccccc1OCC(O)CN1CCN(c2ccccn2)CC1 (centres undefined),1,-7,-8,11,-0.1,-2,0.1,-13,1,1
Cc1ccc(C2=NS(=O)(=O)N(C)C(C(=O)Nc3cc(C)n(CC(=O)N4CCCCC4)n3)=C2)cc1,9,1,3,-45,-3.3,1,0.1,-4,-9,-1
CC(=O)CSc1nnc(CN2C(=O)CSc3ccc(C(F)(F)F)cc32)n1C,-1,2,6,-21,-0.5,-4,-0.5,-7,4,-3
CC(C)NC(=O)CC(=O)N/N=C/c1ccc(F)cc1,4,3,-1,17,-2.3,-1,-1.6,6,-8,-6
O=C(Oc1coc(CSc2nnc(NC(=O)C3CC3)s2)cc1=O)c1ccccc1,-3,0,1,46,-0.2,-5,2.1,-2,-20,0
COc1cc(/C=C/C(=O)O)cc(S(=O)(=O)Nc2ccc3c(c2)CCC3)c1OC,7,-6,-4,.,-3.5,-2,-3.2,-2,-7,-4
CCc1nc2c(c(SC)nn2-c2ccccc2)c(N)c1C(=O)OC,0,-1,-2,3,0.3,2,-1.6,-2,-1,1
O=C(Cc1n[nH]c(=O)c2ccccc12)Nc1ccc(-c2nnc3n2CCCCC3)cc1,3,-2,3,6,.,-9,0.3,-3,-3,-4
Cc1ccc2nc(SCC(=O)Nc3ccc(Cl)cc3)nc(=O)n2c1,-2,3,-2,-67,-2.5,-2,0.0,-2,-8,-1

# Further records
SMILES,Rtt109 Vps75,RTF Ca sens act,DAGLB inhibitor,SR-BI uptake up,CAL PDZ FP-1,PKA-R2B activ,C-LANA FP,CAL PDZ FP-2,RTF Ca sens inh,Keap1 Nrf2 FP
CN(Cc1nc(-c2ccc(C(F)(F)F)cc2)no1)C1CCOCC1,-6,-6,1,2,-0.9,6,-1.4,-4,-11,2
CCOC(=O)c1c(C)oc2c1c(CN1CCN(CCO)CC1)c(O)c1ccccc12,8,1,0,-11,-1.2,-6,-0.1,-3,-3,-6
CCCn1nnc(NC(=O)COc2ccc(CC)cc2)n1,1,3,-2,21,-1.4,-12,0.9,-1,-2,-1
CC(=O)N/C(N)=N/c1nc(=O)c2ccccc2s1,3,-8,0,-3,-0.1,-14,0.1,-4,-2,1
O=C1[C@H]2[C@@H](/C=C/c3ccccc3)N3C(=O)CN(CC4CC4)C(=O)[C@@]3(Cc3ccccc3)[C@H]2C(=O)N1c1ccccc1,-4,-30,0,26,0.1,-1,-2.1,0,3,-2
O=C1C2CC=CCC2C(=O)N1CNc1ccccc1 (centres undefined),.,10,1,30,-1.1,4,1.3,-4,4,2
O=C(COC(=O)c1ccc(F)c(S(=O)(=O)N2CCOCC2)c1)NCc1ccccc1,4,7,-1,-1,-0.8,-6,0.5,.,3,-1
COc1ccc(CC(=O)N2CCNC2=O)cc1,-2,-1,0,25,0.1,3,0.5,.,-4,-3
COc1ccccc1N1CCN(C2CCCN(C(=O)c3csc(C)n3)C2)CC1 (centres undefined),2,6,0,2,-2.4,-7,0.6,5,-8,4
Cc1nc(SCC(=O)NC(C)(C)C)c2c(-c3cccs3)csc2n1,10,-6,-8,-30,-1.9,-7,-0.6,-1,17,-2
COc1ccc([N+](=O)[O-])cc1NC(=O)C(C)OC(=O)C1CCC1 (centres undefined),14,-2,-3,-13,0.0,2,0.3,.,3,-6
CCCCCC(O)(c1ccc(OCC)cc1)C(CN1CCOCC1)c1ccccc1 (centres undefined),-7,-1,-15,11,-0.4,-8,-1.3,0,-13,-3
O=C(COc1ccc2ccc(=O)oc2c1)N1CCc2ccccc21,-10,12,1,-12,0.9,-5,-0.3,.,-4,-4
CC(C)CCNC(=O)COc1ccc(N(C)S(=O)(=O)c2ccc(F)cc2)cc1,-1,-5,-5,-42,-0.5,-8,-0.3,.,0,-1
C=CCNc1cc(F)ccc1S(=O)(=O)NCC=C,2,-4,-1,3,-0.6,-6,-0.6,-8,-4,-3
O=S(=O)(O)c1cccc(N=Nc2c(O)ccc3ccccc23)c1,-2,-3,37*,26,2.4,-5,-2.4,2,12,-3
CN(Cc1cnccn1)C(=O)CC1C(=O)NCCN1CC(c1ccccc1)c1ccccc1 (centres undefined),-6,-2,2,-2,-1.1,-2,3.1,5,0,-7
O=C(COC(=O)/C=C/c1ccc(Cl)cc1Cl)Nc1ccc2c(c1)OCCO2,4,-2,-4,0,11,-1,-0.5,-3,1,-1
Cc1cc(C)c(S(C)(=O)=O)c(Oc2cccc(Cl)c2)n1,6,-2,-1,-11,0.2,3,-0.8,5,-4,1
O=C(NCCc1ccc(F)cc1)c1ccc([N+](=O)[O-])cc1,3,9,0,.,-0.1,-1,0.5,17,-5,-5
O=C(CN1C(=O)c2ccc([N+](=O)[O-])cc2C1=O)NC1CCCCCC1,.,3,-1,19,-1.1,-11,.,-1,-2,.
CC(C)(C)OC(=O)N(CCc1ccccc1)Cc1cccc(OCc2cccc(NC(=O)C3CCC3)c2)c1,8,-7,-15,13,-1.3,1,1.0,-1,1,2
Cc1ccc(NS(=O)(=O)c2cccc3cccnc23)cc1Cl,13,4,-6,-10,-1.6,-12,2.6,-2,-2,-1
COc1ccc(CC2(CO)CCN(C(C)Cc3ccc(Cl)cc3)CC2)cc1 (centres undefined),0,-8,-1,-2,-1.3,-14,0.2,-2,-4,0
CC(C)c1c(C(=O)N/N=C/c2ccco2)nnn1-c1nonc1N,-2,5,0,-12,-2.8,-1,0.6,-2,2,-2

# Other structures follow:
SMILES,Rtt109 Vps75,RTF Ca sens act,DAGLB inhibitor,SR-BI uptake up,CAL PDZ FP-1,PKA-R2B activ,C-LANA FP,CAL PDZ FP-2,RTF Ca sens inh,Keap1 Nrf2 FP
COc1ccccc1NC(=S)NC1CCCCCC1,-3,-3,-3,5,0.2,-5,0.0,-2,4,-3
Cc1cc(Br)ccc1NC(=O)CNC(=O)c1cnn(C)c1,-7,2,1,19,0.3,0,-1.7,-7,-9,0
O=C(/C=C/c1cccs1)N1CCC2(CC1)Oc1ccc(Cl)cc1C(=O)C21CC(c2cccnc2)=NO1 (centres undefined),-14,7,1,-7,-0.8,11,-0.5,-3,-8,-1
Cc1ccc(-c2nc3ccccc3o2)cc1NC(=S)NC(=O)c1cc2ccccc2o1,-8,4,-4,2,-0.3,2,-0.4,-4,-8,-1
O=C(CCCCCNC(=O)c1ccccc1)N/N=C/c1ccccc1O,-4,-1,2,30,-3.0,-7,0.7,-2,-2,-1
Cc1nc(SCC(=O)Nc2ccc3c(c2)OCCO3)c2oc3ccccc3c2n1,-13,1,-2,-1,-3.0,0,0.3,.,-14,0
Cn1c(=O)nc2n(Cc3ccccc3)c3ccccc3cc-2c1=O,-11,-4,0,-19,-1.0,-6,3.9,0,5,-1
CN1CCN(S(=O)(=O)c2cccc(S(=O)(=O)c3ccc(Cl)cc3)c2)CC1,-12,-7,1,17,-1.8,-4,0.1,-3,0,0
Brc1ccccc1-n1nnc(-c2cnc3ccccc3c2)n1,1,5,-5,-36,-0.6,-8,1.2,-4,0,-2
Cc1cc(-c2ccc(C(C)C)c(S(=O)(=O)N3CCC(C)CC3)c2)on1,6,-9,-9,-44,-3.1,-6,-5.5,-4,0,0
CCn1c(SCC(=O)c2ccc(F)cc2)nnc1-c1ccoc1C,-11,5,-1,-2,-1.4,-5,0.7,-4,4,-6
CC(C(=O)Nc1cccc([N+](=O)[O-])c1)N(c1ccccc1)S(C)(=O)=O (centres undefined),-3,0,2,-4,-0.8,4,0.2,1,-4,-5
CCNc1nc(NC(C)C)nc(SCCOc2ccc(C)cc2)n1,-8,-6,-15,-15,-0.9,-16,0.0,.,3,5
CC(C)(C)OC(=O)N1CCN(C(=O)Cn2cc(CCO)nn2)CC1,2,-4,-2,8,-0.8,-10,-0.5,1,6,-4
O=[N+]([O-])c1ccc(/C=[N+](\[O-])CCO)o1,-2,6,1,3,0.4,-3,2.9,-2,-11,-3

# 3 entries from above, ordered by the value under CAL PDZ FP-2, lowest first.
compound | CAL PDZ FP-2
Cc1cc(Br)ccc1NC(=O)CNC(=O)c1cnn(C)c1 | -7
Cc1cc(-c2ccc(C(C)C)c(S(=O)(=O)N3CCC(C)CC3)c2)on1 | -4
O=[N+]([O-])c1ccc(/C=[N+](\[O-])CCO)o1 | -2

# Random excerpt: 2 records from the list.
SMILES,Rtt109 Vps75,RTF Ca sens act,DAGLB inhibitor,SR-BI uptake up,CAL PDZ FP-1,PKA-R2B activ,C-LANA FP,CAL PDZ FP-2,RTF Ca sens inh,Keap1 Nrf2 FP
CN1CCN(S(=O)(=O)c2cccc(S(=O)(=O)c3ccc(Cl)cc3)c2)CC1,-12,-7,1,17,-1.8,-4,0.1,-3,0,0
O=C(CCCCCNC(=O)c1ccccc1)N/N=C/c1ccccc1O,-4,-1,2,30,-3.0,-7,0.7,-2,-2,-1

# Screens: PubChem, several laboratories
